DYRK1A inh – inhibitors of rat Dyrk1A kinase | Q63470 | ADP-Glo luminescence, NFATc1 peptide | inhibition, % at 12.5 µM | actives 0.43% (n = 310,000) | AID 504441; in the data active = inhibition above about 50%;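 note: plate controls were vehicle with enzyme for no effect and no enzyme for full effect; many of its hits are not listed in these tables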
AI-2 QS modul – modulates the Vibrio harveyi AI-2 quorum sensing system; Vibrio harveyi JMH597 AI-2 luminescence/OD600 ratio, 9 h; stronger effect = lower value; strain lacks LuxN and CqsS sensors; 0 = neutral-control median; activity change, % at 7.5 µM; actives 0.4% (n = 300,000); in the data active = activity change below about -75%, passing the limit was not always enough; inconclusive = no clear call, values can overlap the other calls;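 note: luminescence divided by OD600 gain over 9 h not by final OD600 alone; inactives centre near 13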
HSP90 refold inh – inhibitors of HSP90 luciferase refolding in rabbit reticulocyte lysate | luciferase refolding luminescence, 3 h | inhibition, % at 5.6 µM | actives 0.91% (n = 290,000);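 active = inhibition above the screen-wide mean plus 3 SD, computed separately per campaign, cut at about 16% in these data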;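 note: 0% = DMSO wells and 100% = 60 µM geldanamycin wells; inhibitors lower the luminescence because luciferase stays unfolded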
HSF1 inhib – HSF1 inhibition. NIH3T3-HGL HSE-luciferase, MG132-induced, luminescence 8 h; stronger effect = lower value. AID 2098. actives 0.77% (n = 300,000). activity change, negative = inhibition, % at 7.5 µM (by protocol);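 active = more than half of replicate wells show activity change below -50%, luminescence cut by over half; inconclusive = some wells, but at most half, below -50%; inactive = no replicate well below -50%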;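 note: luciferase reports HSF-1 transcriptional activity via heat shock element; 0% = median of DMSO wells and -100% = zero luminescence signal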
HSF1 activator – increases HSF-1 driven luciferase reporter signal; NIH3T3-HGL HSF-1 luciferase reporter, MG132, 8 h; 100% = twice DMSO control signal; activation, % at 9 µM; actives 1.7% (n = 300,000); AID 504408;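 active = mean replicate activation of at least 50% with a set share of replicates each reaching 50%; inconclusive = only one of those two conditions met; inactive = mean below 50% and too few replicates reaching it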;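 note: 0% = median of the neutral control wells and 100% = twice that signal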
Platelet DG rel – modulates dense granule release in human platelets. human platelet-rich plasma, SFLLRN dense granule ATP release, luminescence. inhibition, %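 (compounds screened at 7.5 µM in platelet-rich plasma)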. actives 0.22% (n = 300,000). AID 1663;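 active = mean replicate score, as percent of positive control, at or above 50; inconclusive = mean below 50 but at least one replicate at or above 50; inactive = mean and every replicate below 50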
HDAC3 inhib – blocks human histone deacetylase 3. actives 0.15% (n = 320,000). recombinant HDAC3, fluorogenic peptide/trypsin coupled, fluorescence. O15379. inhibition, % at 8.3 µM; in the data active = inhibition above about 26%, passing the limit was not always enough; inconclusive = no clear call, values can overlap the other calls
Target sequence (O15379 whole entry, looked up): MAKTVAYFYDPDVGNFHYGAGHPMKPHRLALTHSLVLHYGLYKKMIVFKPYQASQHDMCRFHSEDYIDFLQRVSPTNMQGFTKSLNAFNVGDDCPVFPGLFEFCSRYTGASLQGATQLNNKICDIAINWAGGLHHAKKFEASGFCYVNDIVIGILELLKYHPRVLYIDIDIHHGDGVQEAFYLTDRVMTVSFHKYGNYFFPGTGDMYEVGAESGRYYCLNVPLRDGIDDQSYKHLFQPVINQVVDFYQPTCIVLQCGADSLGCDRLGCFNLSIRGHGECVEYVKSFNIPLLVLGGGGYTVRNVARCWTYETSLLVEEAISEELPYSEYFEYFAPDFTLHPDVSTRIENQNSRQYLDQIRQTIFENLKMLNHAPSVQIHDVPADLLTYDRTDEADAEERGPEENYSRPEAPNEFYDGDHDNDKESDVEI
GSK3 alpha inh – blocks human GSK-3 alpha kinase | P49840 | ADP-Glo luminescence, 60 min | inhibition, % at 10 µM | actives 0.1% (n = 320,000);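 in the data active = inhibition above about 50%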;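 note: GST-tagged GSK-3 alpha with peptide substrate and 25 µM ATP; 0% = DMSO neutral wells and 100% = GW8510 positive control wells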
Target sequence (P49840 whole entry, looked up): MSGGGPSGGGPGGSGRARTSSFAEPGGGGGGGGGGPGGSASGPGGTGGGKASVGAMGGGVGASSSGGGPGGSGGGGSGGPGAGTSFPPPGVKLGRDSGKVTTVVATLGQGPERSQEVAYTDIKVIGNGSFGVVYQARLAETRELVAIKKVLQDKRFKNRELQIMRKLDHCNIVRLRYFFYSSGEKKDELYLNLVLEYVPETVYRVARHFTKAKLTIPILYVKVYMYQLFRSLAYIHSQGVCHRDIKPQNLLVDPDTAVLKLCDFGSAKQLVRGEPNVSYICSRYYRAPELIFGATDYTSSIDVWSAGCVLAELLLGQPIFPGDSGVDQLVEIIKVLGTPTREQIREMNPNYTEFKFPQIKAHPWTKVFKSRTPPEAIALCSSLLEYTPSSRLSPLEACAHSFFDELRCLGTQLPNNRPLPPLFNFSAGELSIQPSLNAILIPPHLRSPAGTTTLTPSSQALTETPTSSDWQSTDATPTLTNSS
PolyA inh – blocks polyadenylation in yeast reporter cells; actives 0.02% (n = 300,000); calls only at 12 µM; AID 1875; S. cerevisiae SKY197-pL101 polyadenylation reporter, beta-gal luminescence; efflux-impaired pdr1/pdr3 knockout yeast; score 100 = 6 SD above DMSO;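 active = lowest replicate activity score at least 50, where 100 means six control SD above control mean; inconclusive = lowest score under 50 but half or more replicates reach 50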;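 note: yeast exposed to compound for 9 h at 30 °C; higher score means more reporter readthrough which indicates perturbed polyadenylation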
GSK3beta inhib – blocks human GSK3beta kinase activity; GST-GSK3beta kinase, ADP-Glo luminescence, 60 min; stronger effect = lower value; activity score (negative = inhibition), % at 10 µM; actives 0.038% (n = 300,000); AID 2097; P49841;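 active = more than half of replicate wells score below -50%, meaning over 50% inhibition versus plate controls; inconclusive = some replicates but at most half score below -50%; inactive = no replicate scores below -50%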;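 note: 0% = median DMSO wells and -100% = median GW8510 positive control wells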
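test system = GST-tagged human GSK3beta kinase, cell-free | reagent = 25 µM ATP with peptide substrate | dosing = one dose of 10 µM per compound | schedule = 60 min reaction, RT | detection = luminescent ADP-Glo measurement of ADP formed | control set = DMSO neutral wells and GW8510 at 20 µM as positive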
An asterisk follows results filed as active; i = inactive; ? = inconclusive; . = not tested or not shown; & = joins results of further samples. This is a subset; the hit share may differ from the screen's.

nr	Compound	GSK3 alpha inh	Platelet DG rel	AI-2 QS modul	HSF1 activator	HDAC3 inhib	HSP90 refold inh	GSK3beta inhib	HSF1 inhib	DYRK1A inh	PolyA inh
1	Cc1cccc(-n2cc3c(=O)n(C)c(=O)n(C)c3c2)c1	0	3	24	1	4	3	-3	-6	3	i
2	CCOC(=O)c1c(C)nsc1NC(=O)c1ccco1	3	15	9	8	2	-2	1	7	-2	i
3	O=C(O)C1CSC(c2ccccc2)N1C(=O)c1ccco1 (stereo not given)	0	-1	3	-15	2	9	-2	-6	0	i
4	O=C(O)COc1cccc2ccccc12	-4	-6	1	7	-3	6	4	-4	4	i
5	CCOC(=O)CSc1nc(N)c(C#N)c(-c2ccc(OC)cc2)c1C#N	-1	4	10	12	11	-2	-5	6	-3	i
6	COc1cc(CNc2ccc(N3CCCC3)cc2)ccc1OCc1ccccc1	0	.	.	.	2	-2	.	.	-4	.
7	O=C1NN(c2cccc(Br)c2)C(=O)/C1=C\c1ccc(O)cc1	-2	-2	21	10	2	0	2	-8	1	i
8	CCn1c(=O)c(C(=O)NCc2ccccc2)c(O)c2ccccc21	-2	3	5	7	-1	2	1	8	-2	i
9	COC(=O)Cc1[nH]n(-c2nc3ccccc3s2)c(=O)c1C(C)=Nc1ccc(Cl)cc1	-3	17	30	-71	1	8	1	-68*	.	i
10	CCC(C)NC(=O)C1CCCN(S(=O)(=O)c2ccc(-n3cnnn3)cc2)C1 (stereo not given)	1	1	44	-9	0	0	-1	1	-3	i
11	OCCOCCn1c(C(CO)Nc2nc(-c3ccc(Cl)cc3)cs2)nc2ccccc21 (stereo not given)	-1	-6	-8	24	6	.	-2	25	-2	i
12	CC(C)N(C(=O)Cn1c(SCC(=O)N2CCN(c3ccccc3)CC2)nc2ccccc21)C(C)C	4	-3	25	-5	8	.	0	-10	.	i
13	O=C(N/C(=C/c1cccs1)C(=O)N1CCCCCC1)c1ccccc1	-1	14	12	-8	6	0	-4	0	3	i
14	CC(=O)OC(C)[C@H]1CC[C@H]2[C@@H]3CC[C@H]4C[C@@H](OC(C)=O)CC[C@]4(C)C3=CC[C@]12C (stereo not given in full)	1	1	11	-2	3	.	1	-1	6	i
15	CCOC(=O)N1CCC(NC(=O)CCN2C(=O)C3C4C=CC(C4)C3C2=O)CC1 (stereo not given)	-1	.	.	.	0	4	.	.	4	.
16	Cc1ccc(NC(=O)CSCc2cc(=O)n3nc(C4CC4)sc3n2)cc1	-1	21	6	8	2	0	-2	-5	1	i
17	O=C(CCc1nnc(-c2ccccc2)o1)c1ccc(Cl)cc1	2	-2	9	-9	-3	2	-2	3	6	i
18	Cn1nnnc1SCC(=O)N1CCN(Cc2ccccc2)CC1	-3	-7	-1	0	4	1	-1	-6	2	i
19	CCCCn1c(N)c(N(CCC(C)C)C(=O)C2CC(=O)N(Cc3ccc(C)cc3)C2)c(=O)[nH]c1=O (stereo not given)	1	2	26	4	0	.	-1	1	0	i
20	CP(=O)(Nc1cc(Cl)ccc1Cl)c1nc2c(s1)CCCC2 (stereo not given)	-1	5	-2	9	-5	-3	1	2	-1	i
21	O=C(O)c1ccc(-n2[nH]c3c(c2=O)CCCC3)cc1	0	3	18	-22	5	0	1	-6	-5	i
22	Cn1c(-c2ccccc2O)cc2ccccc21	-1	.	-3	.	-12	2	0	.	2	i
23	Cn1nc(C(=O)N2CCc3ccccc32)c2ccccc2c1=O	.	-2	-2	-5	3	3	2	1	8	i
24	COc1ccc(C(=O)COC(=O)CN2C(=O)NC(C)(C)C2=O)cc1OC	-1	-6	29	-6	2	1	2	-2	2	.
25	COc1cccc2c1OC1(C)CC2/C(=C(\C)O)C(=O)N1 (stereo not given)	-1	17	38	36	-5	1	-2	4	8	.
26	COc1ccccc1Cn1c(C)nnc1-c1cnn(C)c1N	-1	3	24	-10	-11	-1	0	-8	.	i
27	CN1C(=S)SC2CS(=O)(=O)CC21 (stereo not given)	-3	1	27	50	-4	-6	3	8	.	i
28	CCc1ccc(CCC(=O)Nc2nnc(CC)s2)o1	-1	3	24	4	-3	1	4	-2	3	i
29	CCn1c(CNC(=O)Cc2ccc(OC)cc2)nnc1SCC(=O)Nc1ccc(C(=O)O)cc1	0	9	7	-1	4	0	-1	-1	-5	i
30	COc1ccccc1NC(=O)NCCCl	-4	3	21	-1	-2	8	6	1	5	i
31	CCCCN(Cc1ccccc1)S(=O)(=O)c1c(N)n(C)c(=O)n(C)c1=O	-1	1	7	-7	3	-2	-2	2	-2	i
32	CN(C)N1C(N)=C(C#N)C(c2ccc3c(c2)OCO3)C2=C1CCCC2=O (stereo not given)	5	-1	2	-31	11	-2	-3	-10	1	i
33	CC(C)(C)CC(=O)Nc1ccccc1N1CCN(c2ccc(F)cc2)CC1	0	-7	16	6	8	-2	1	0	0	i
34	O=C(Cc1ccccc1)NNC1CC(=O)N(c2ccccc2)C1=O (stereo not given)	-1	12	21	-11	1	4	3	-2	-8	i
35	COc1cc(NC(=O)c2ccc(COCC(F)(F)F)cc2)cc(OC)c1OC	-1	-1	15	-1	7	0	-3	-3	17	i
36	NC(=O)c1nsc(C(=O)N(CC(=O)NCc2ccccc2)c2cccc(F)c2)c1N	2	-1	22	22	3	2	3	6	0	i
37	CC(=O)c1cccc(NC(=O)CSc2nc(=O)n(CCN3CCOCC3)c3c2CCCC3)c1	3	14	0	3	3	.	5	8	-2	i
38	CSc1ncccc1C(=O)Nc1cc(C)ccn1	1	6	3	-1	2	1	0	1	.	i
39	O=S(=O)(c1ccc(-n2cnnn2)cc1)N1CCN(c2ccccc2F)CC1	0	-5	14	-13	-11	3	0	-1	-4	i
40	O=C1c2ccccc2C(=O)N1CCc1csc(NNc2nc(CCN3C(=O)c4ccccc4C3=O)cs2)n1	-2	2	19	.	-3	-3	-2	.	1	i
41	OCCn1c(CSc2nnc(-c3ccco3)n2-c2ccccc2)nc2ccc(Cl)cc21	1	1	8	17	5	3	-1	10	1	i
42	CCCCN1C(C)=CC(=C2C(=O)c3ccccc3C2=O)C=C1C	-2	11	13	-18	0	17*	1	-1	-4	i
43	Cc1ccc(NC(=O)C2CC(=O)Nc3nc4ccccc4n32)c(C)c1 (stereo not given)	-4	5	11	-7	.	-1	-4	0	-11	i
44	Cc1cccc2cc(CN(Cc3ccc4c(c3)OCO4)Cc3nnnn3C3CCCC3)c(=O)[nH]c12	3	-1	47	24	4	3	1	18	-2	i
45	CCN(Cc1ccccc1)C(=O)COC(=O)CNS(=O)(=O)c1ccc(C)cc1	1	-4	8	0	0	1	2	0	-7	i
46	CCCc1cc(C(=O)Nc2ccc(C(=O)c3ccc(C)cc3)cc2)n(C)n1	1	-4	22	-14	-1	1	0	3	12	i
47	Cc1onc(-c2ccccc2)c1C(=O)NCCN1CCOCC1	.	-3	21	-3	-7	0	1	-3	2	i
48	CC[C@H](C)[C@@H]1NC(=O)c2cc([N+](=O)[O-])cc(F)c2NCCCC[C@@H](C(N)=O)NC(=O)[C@H](CC(N)=O)NC1=O	0	.	.	.	6	-1	.	.	-2	.
49	Cc1ccc(Cc2cnc(N3C(=N)SC(C)C3=O)s2)cc1 (stereo not given)	-1	12	51	-11	10	1	4	-1	-2	i
50	COc1ccc(C(=O)N/C(=C\c2ccccc2)C(=O)Nc2ccccc2C(=O)O)cc1	-3	-17	-5	5	7	.	2	1	-1	i

(next part)
nr	Compound	GSK3 alpha inh	Platelet DG rel	AI-2 QS modul	HSF1 activator	HDAC3 inhib	HSP90 refold inh	GSK3beta inhib	HSF1 inhib	DYRK1A inh	PolyA inh
51	O=C(NCCCNC(=O)c1ccc(-c2cccc(Cl)c2)o1)c1cnccn1	1	-16	18	3	3	4	1	-3	2	i
52	CC(C)c1ccc(NC(=O)C(c2ccccc2)N(Cc2ccco2)C(=O)CC2NC(=O)NC2=O)cc1 (stereo not given)	1	1	15	1	11	0	2	0	.	i
53	CCC(C)(C)n1nnnc1C(c1ccc(O)cc1)N1CCc2ccccc2C1 (stereo not given)	2	1	16	3	2	-1	3	15	.	i
54	COc1ccc(C2N=C(c3ccccc3)NC(c3ccccc3)=N2)cc1	0	0	3	16	0	2	0	2	2	i
55	CCN(CC)C(=O)C1CCCN(Cc2ccc3c(c2)OCO3)C1 (stereo not given)	-2	2	18	2	3	-4	-4	2	4	i
56	O=C(NC1CCCCC1)c1ccc2c(c1)S(=O)(=O)c1ccccc1C2=O	-2	1	19	-12	3	.	34	3	5	i
57	CCN(CC)P(=O)(C(NC(=O)OC)C(F)(F)C(F)(F)C(F)(F)C(F)F)N(CC)CC (stereo not given)	1	-1	-4	-7	9	2	3	-3	-3	i
58	O=C(CN1CCN(c2ccccn2)CC1)Nc1ccccc1C(=O)Nc1ccccc1	-2	-1	-3	13	4	.	-1	-1	12	i
59	CCOCc1[nH]c(=S)[nH]c(=O)c1Cc1ccc(OCC(C)C)cc1	-1	-8	-40	12	5	0	-1	2	-3	i
60	CCOC(=O)C1CCN(c2c(N(C)Cc3ccco3)c(=O)c2=O)CC1	0	0	39	-7	6	3	1	-5	8	i
61	CN(C(=O)COC(=O)C1CCN(S(=O)(=O)c2cccs2)CC1)c1ccccc1	-1	0	20	-13	?	-1	1	-6	0	i
62	COc1ccc(/C=C/C(=O)NC(=S)Nc2ccc(N3CCN(C(C)=O)CC3)cc2)cc1	1	8	-5	10	2	-1	0	3	-11	i
63	COc1ccc(CN2C(=NC(=O)C3CCCCC3)SC3CS(=O)(=O)CC32)cc1 (stereo not given)	3	4	-1	0	-1	4	4	4	5	i
64	CCOC(=O)C1CCCc2c1[nH]c1ccc(Cl)cc21 (stereo not given)	1	-1	-1	18	16	5	-2	11	-2	i
65	OC1(Cc2ccccc2)CCNCC1	-1	-46	24	7	-1	1&4	-1	2	.	i
66	COc1ccc(Cc2nc3ccc(C(=O)N(C)Cc4nccs4)cc3o2)cc1OC	.	-9	-15	-12	.	0	3	-1	-5	i
67	CCCn1c(SCC(N)=O)nnc1-c1ccco1	-1	3	-7	-37	10	2	-1	-18	0	i
68	COc1ccc(Nc2nc(NCc3ccco3)nc(N)c2[N+](=O)[O-])cc1	-5	-40	20	66*	-3	6	-5	24	.	i
69	CCN(CC)C(=O)CSc1nnc(-c2ccccc2)o1	1	-5	17	40	0	2	1	23	-7	i
70	Cn1cc(-c2ccccc2C(N)=O)c(=O)c2ccccc21	9	-12	15	2	0	-1	1	-7	.	i
71	COC(=O)C1CCC(=S)N1C(=O)c1ccccc1 (stereo not given)	-2	-2	9	17	6	2	-4	-4	0	i
